Compound activity deposited in PubChem by several laboratories.
HIF act – HIF pathway transcriptional activators, primary screen, cell-based, U2OS HRE-luciferase, luminescence. U2OS HRE-luciferase reporter; normalized: DMSO 0%, desferrioxamine 100%. activation, % at 7.5 µM (by protocol). 0.32% of 300,000 active. AID 1910, 2009;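 active = mean activation of at least 10% of the iron chelator positive control signal, with at least half of replicates also reaching 10%; inconclusive = mean and replicate majority disagree about reaching 10%; inactive = mean and most replicates under 10%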
aSyn UTR inh – MLPCN primary screen, SNCA 5' untranslated region; inhibition, % (tested at 7.5 µM); 0.82% of 300,000 active; alpha-synuclein 5'UTR reporter, inhibitor activity; AID 1813, 2009; in the data active = inhibition above about 60%; inconclusive = no clear call, values can overlap the other calls;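 note: H4 neuroglioblastoma cells stably carrying SNCA 5'UTR luciferase fusion; 0% = DMSO wells and 100% = positive control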
GSK3B inh – human GSK3beta kinase inhibitors, primary screen, biochemical, cell-free homogeneous, HTS; 0.038% of 300,000 active; GST-GSK3beta kinase, ADP-Glo luminescence, 60 min; stronger effect = lower value; activity score (negative = inhibition), % at 10 µM; AID 2097, 2009;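 active = more than half of replicate wells score below -50%, meaning over 50% inhibition versus plate controls; inconclusive = some replicates but at most half score below -50%; inactive = no replicate scores below -50%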;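 note: 0% = median DMSO wells and -100% = median GW8510 positive control wells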
Target sequence (P49841 whole entry, looked up): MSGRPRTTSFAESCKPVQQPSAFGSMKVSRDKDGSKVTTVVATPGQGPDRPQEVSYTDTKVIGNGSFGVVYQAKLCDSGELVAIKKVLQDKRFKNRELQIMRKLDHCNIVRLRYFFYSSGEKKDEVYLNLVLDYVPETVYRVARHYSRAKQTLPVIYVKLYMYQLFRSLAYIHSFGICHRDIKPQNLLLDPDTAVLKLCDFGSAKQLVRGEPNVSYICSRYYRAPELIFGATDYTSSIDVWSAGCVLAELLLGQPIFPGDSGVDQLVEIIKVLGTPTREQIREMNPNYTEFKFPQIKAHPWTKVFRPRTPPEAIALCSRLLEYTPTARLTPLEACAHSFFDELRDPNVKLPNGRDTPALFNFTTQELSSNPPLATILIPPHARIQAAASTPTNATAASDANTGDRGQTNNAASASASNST
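Assay system: GST-fused GSK3beta enzyme, cell-free / Medium: Tris pH 7.5 buffer with MgCl2, DTT, BSA, heparin / Also added: peptide substrate plus 25 µM ATP (final) / Compound: 10 µM single point / Timing: kinase reaction with compound 60 min at room temperature / Detection: ADP-Glo luminescence / Benchmarks: DMSO neutral wells and GW8510 at 20 µM as positive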
HSF-1 act – HSF-1 activators, primary screen, NIH3T3-HGL cells, MG132 stress, luminescence, single point. NIH3T3-HGL HSF-1 luciferase reporter, 8 h; 100% = twice DMSO control signal. activation, % at 9 µM. AID 504408, 2011. 1.7% of 300,000 active;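 active = mean replicate activation of at least 50% with a set share of replicates each reaching 50%; inconclusive = only one of those two conditions met; inactive = mean below 50% and too few replicates reaching it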;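 note: 0% = median of the neutral control wells and 100% = twice that signal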
HSF1 inh – HSF1 inhibitors in luciferase reporter cells, primary screen, cell-based, NIH3T3, luminescence. 0.77% of 300,000 active. NIH3T3-HGL HSE-luciferase, MG132-induced, luminescence 8 h; stronger effect = lower value. AID 2098, 2009. activity change, negative = inhibition, % at 7.5 µM (by protocol);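 active = more than half of replicate wells show activity change below -50%, luminescence cut by over half; inconclusive = some wells, but at most half, below -50%; inactive = no replicate well below -50%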;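 note: luciferase reports HSF-1 transcriptional activity via heat shock element; 0% = median of DMSO wells and -100% = zero luminescence signal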
AI-2 QS mod – Vibrio harveyi AI-2 quorum sensing modulators, primary screen, JMH597 strain, luminescence/OD600 ratio. Vibrio harveyi JMH597 AI-2 luminescence/OD600 ratio, 9 h; stronger effect = lower value; strain lacks LuxN and CqsS sensors; 0 = neutral-control median. AID 2094, 2009. activity change, % at 7.5 µM. 0.4% of 300,000 active; in the data active = activity change below about -75%, passing the limit was not always enough; inconclusive = no clear call, values can overlap the other calls;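 note: luminescence divided by OD600 gain over 9 h not by final OD600 alone; inactives centre near 13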
GSK3A inh – blockers of GSK3A enzyme activity – biochemical, luminescence, cell-free homogeneous, HTS, primary screen. Glycogen synthase kinase-3 alpha (Homo sapiens), P49840. GSK-3 alpha kinase, ADP-Glo luminescence, 60 min. inhibition, % at 10 µM. 0.1% of 320,000 active. AID 2650, 2010;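 in the data active = inhibition above about 50%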;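 note: GST-tagged GSK-3 alpha with peptide substrate and 25 µM ATP; 0% = DMSO neutral wells and 100% = GW8510 positive control wells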
Target sequence (P49840 whole entry, looked up): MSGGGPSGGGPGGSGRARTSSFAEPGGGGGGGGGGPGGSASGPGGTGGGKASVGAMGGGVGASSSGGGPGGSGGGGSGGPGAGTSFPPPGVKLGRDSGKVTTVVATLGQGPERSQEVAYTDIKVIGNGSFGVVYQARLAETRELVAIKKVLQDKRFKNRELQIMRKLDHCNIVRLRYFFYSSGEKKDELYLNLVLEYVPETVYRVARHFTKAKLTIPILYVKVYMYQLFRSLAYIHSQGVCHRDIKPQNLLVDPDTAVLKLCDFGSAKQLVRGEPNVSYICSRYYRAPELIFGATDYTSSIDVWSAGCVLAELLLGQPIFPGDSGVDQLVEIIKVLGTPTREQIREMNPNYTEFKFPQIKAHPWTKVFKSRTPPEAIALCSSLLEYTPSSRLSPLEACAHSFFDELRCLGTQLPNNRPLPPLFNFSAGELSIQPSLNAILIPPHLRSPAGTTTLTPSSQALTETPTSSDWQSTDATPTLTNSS
KLF5 inhibitor – KLF5 expression inhibitors, primary screen, DLD-1 cells, luminescence | 0.23% of 290,000 active | inhibition, % at 5 µM | DLD-1 KLF5 promoter-luciferase reporter;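 active = inhibition above a per-plate limit of that plate's mean compound inhibition plus 3 SD, cut at about 60% in these data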;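 note: 0% = DMSO wells and 100% = LY294002 at 200 µM; higher means less KLF5 promoter-driven luciferase light; inactives centre near -14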
HSP90 inh – HSP90 inhibitors, primary screen, cell lysate, luminescence; inhibition, % at 5.6 µM; Rabbit reticulocyte lysate, luciferase refolding luminescence, 3 h; AID 1789, 2009; Heat shock protein HSP 90 (rabbit reticulocyte lysate; luciferase refolding); 0.91% of 290,000 active;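 active = inhibition above the screen-wide mean plus 3 SD, computed separately per campaign, cut at about 16% in these data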;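 note: 0% = DMSO wells and 100% = 60 µM geldanamycin wells; inhibitors lower the luminescence because luciferase stays unfolded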
IEC-6 cytotox – cytotoxicity in IEC-6 intestinal epithelial cells, primary screen, cytotoxicity control for KLF5 inhibitor project, cell-based, luminescence. IEC-6 cytotoxicity, luminescence viability. 0.78% of 290,000 active. inhibition, % at 5 µM; in the data active = inhibition above about 22%;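 note: 0% = plate median of test compound wells and 100% = cytotoxic reference compound wells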
An asterisk follows results filed as active; ? = inconclusive; . = not tested or not shown. Rows were taken by chance. About 4.7% of those tested had a hit in this group.

Values run as follows: HIF act, aSyn UTR inh, GSK3B inh, HSF-1 act, HSF1 inh, AI-2 QS mod, GSK3A inh, KLF5 inhibitor, HSP90 inh, IEC-6 cytotox
CCCCOc1ccc(NS(=O)(=O)c2ccc(-n3cnnn3)cc2)cc1
    -0.3, 12.0, -3.2, -4.7, 6.4, 46.4, -0.6, -0.4, -2.1, 4.5
Cc1ccc2[nH]c3c(c2c1)CN(C(=O)CN1CCN(C(=O)c2ccco2)CC1)CC3
    -0.4, -4.6, 1.3, -1.8, 6.4, -2.5, 6.2, -30.7, -1.2, -9.6
O=C(NCC1CCCO1)c1cccc(NC(=O)c2ccc(Br)cc2)c1 (stereo unspecified)
    0.7, -12.9, 1.7, -0.4, -6.8, 0.1, -1.5, -27.5, 1.9, 6.9
CCOc1ccc(-c2cc(C(=O)NN=C3CCN(C)CC3)[nH]n2)cc1
    1.8, -8.5, -0.3, 20.3, 14.4, 14.8, -2.9, -44.4, 4.1, -0.4
CSCCC(NS(=O)(=O)c1ccccc1F)C(=O)NCc1ccncc1 (stereo unspecified)
    -0.4, 0.7, -6.1, -11.9, 1.6, 13.6, -1.2, ., ., .
Cc1cc(C)cc(N(CC(=O)N2CCN(c3ccccc3)CC2)S(=O)(=O)c2c(C)noc2C)c1
    ., 5.6, 1.5, -8.4, -3.4, 18.4, 0.7, -22.2, -1.9, -0.7
CC(=O)c1sc(Nc2cccc(C)c2)nc1C
    3.1, -164.9, -6.5, 49.5, 24.8, 15.5, -1.8, -121.5, -0.6, -4.7
Nc1cc(=O)[nH]c(SCC(=O)Nc2cc(Cl)cc(Cl)c2)n1
    -0.8, 15.9, -2.4, 28.9, 6.9, 20.3, -1.2, -18.2, 3.1, -2.3
C=CCn1c(Sc2nnc(C)s2)nc2c1c(=O)[nH]c(=O)n2C
    0.6, 4.0, -2.9, 38.0, 5.9, 29.5, ., -10.6, 2.9, 1.1
CCOC(=O)C1C(=O)NC(N2CCCCC2)=NC1c1ccco1 (stereo unspecified)
    0.2, -0.2, 1.0, 11.1, -4.6, 16.8, -0.6, -15.3, 1.5, 0.4
CS(=O)(=O)N(CC(=O)NCC1CCCO1)c1cccc(Cl)c1 (stereo unspecified)
    -0.2, -10.7, -5.6, -13.6, -3.2, 12.6, -1.8, 4.3, -3.9, -3.8
O=C(CNC(=O)c1ccc([N+](=O)[O-])cc1)N/N=C\c1ccc(OC(=O)c2ccccc2)cc1
    -2.5, 4.5, 2.0, -5.4, -1.1, -4.5, 1.7, 1.8, 2.2, -0.5
CCOC(=O)C1CCN(C(=O)CCc2ccc(S(=O)(=O)NC(C)C)cc2)CC1
    -0.6, -9.0, -1.1, 6.7, 1.1, 5.8, -1.9, -30.3, -5.7, -7.7
COC(=O)/C(C(C)=O)=C(\C=C\N(C)C)N(C)C
    0.5, 14.1, 1.1, -8.8, -7.2, 3.4, -3.7, -16.5, 5.1, 4.4
Cc1ccc(-n2nc3c(=O)n(CC(=O)NCc4cccs4)nc(C)c3c2C)cc1
    -0.3, 36.6, -4.3, 5.5, -9.1, 31.1, -1.8, -12.8, -2.0, 10.2
CC(=O)N1CC(C)Sc2ccc(S(=O)(=O)NCCc3ccccc3)cc21 (stereo unspecified)
    1.3, -28.1, 0.8, 11.2, 12.1, 12.4, -1.9, -46.1, 1.7, 0.4
Cc1cc(C)n2nc(SC(C)C(=O)Nc3ccc(Cl)cn3)nc2n1 (stereo unspecified)
    -0.5, -7.2, 1.7, -15.0, 2.6, -1.9, -0.1, -12.4, 2.7, -10.7
COc1ccc(OC)c(-n2c(C)cc(C=O)c2C)c1
    0.0, 31.1, ., 0.4, -2.9, ., -1.4, -30.0, -2.7, -0.7
O=C(N/N=C/c1ccc2c(c1)OCO2)c1cc(-c2ccccc2)nc2ccccc12
    0.0, 6.0, -3.4, 2.4, -2.7, 34.0, -2.5, -18.2, 5.2, -0.8
CNC(=O)/C(=C\C=C\c1ccccc1)NC(=O)c1ccc([N+](=O)[O-])cc1
    -0.3, 8.3, 1.6, -13.7, -1.7, 22.9, -0.5, -8.3, 1.1, -0.4
CC(C)C(=O)N1CCN(c2ccccc2NC(=S)NC(=O)c2cccs2)CC1
    -0.3, 6.9, 2.4, -2.4, 1.4, 22.6, -1.2, 5.5, -2.4, -0.9
Cc1ccc(S(=O)(=O)N(CC(=O)NCCSc2ccccn2)c2ccccc2F)cc1
    -0.1, 21.0, -0.2, 45.1, 2.4, 15.3, 1.3, -18.2, -1.1, 3.8
O=C1c2ccccc2C(=O)C1c1ccc(Cl)cc1
    1.4, 5.5, -2.7, 12.7, -1.5, 7.2, -3.0, -116.3, 1.1, 0.9
Cc1cc(C)n(-c2nnc3n2N=C(c2ccccc2)CS3)n1
    0.2, 9.1, -0.8, 8.8, 4.8, 8.3, 2.5, -8.7, 5.2, 2.0
Cc1nc2ncnn2c(C)c1Cc1cccc(F)c1
    -0.1, 1.7, 2.0, 30.8, -2.4, 9.5, -2.0, -8.2, -4.5, -1.2
CC1(C)CC(=O)C=C(Nc2ccccc2N)C1
    0.1, -5.4, 4.5, 16.4, 11.0, 23.0, -2.5, -20.0, -1.0, -0.3
CCSc1nnc2n(-c3ccc(OC)cc3)c(=O)c3c4c(sc3n12)CCCC4
    -0.3, -10.4, -1.9, 10.6, -1.5, -13.9, 0.1, -20.8, 7.4, -3.1
CC1CCCCN1C(=O)c1cc2nc(-c3ccccc3)cc(-c3ccccc3)n2n1 (stereo unspecified)
    -3.3, 32.7, 0.6, 1.8, 3.1, 34.7, -0.9, -23.2, 3.9, 0.2
COc1ccc2c(CC(=O)OCC(=O)Nc3ccc4c(c3)OCO4)coc2c1
    0.3, -17.0, 3.1, 2.0, 0.2, 26.0, -1.0, 10.4, 3.8, -2.2
S=C(NCc1ccco1)NCC(c1ccco1)N1CCCCC1 (stereo unspecified)
    -0.2, 2.5, -0.9, 0.7, -3.1, 6.1, 0.4, -2.2, 0.6, -2.1
CCN(C(=O)COC(=O)c1ccc(Br)o1)C1CCCCC1
    0.3, -16.5, -0.8, 3.5, 4.6, 37.7, -4.3, -4.9, 5.5, 0.7
C1=CC2CC1CC2CN1CCN(c2ccccc2)CC1 (stereo unspecified)
    0.0, -23.6, 0.9, -6.9, -0.3, 16.8, -2.1, -6.5, -1.6, -2.2
O=C(Cc1ccc(Cl)cc1)Nc1ccc(S(=O)(=O)Nc2ncccn2)cc1
    -0.5, 12.3, 2.1, 14.8, -0.7, -92.0*, 3.8, -6.6, -0.7, -5.8
CC(C)(C)NC(=O)/C(=C/c1ccco1)c1ccccc1
    -0.3, 4.8, 0.6, 21.8, 13.2, 39.3, -6.1, -16.9, -2.9, 2.1
COC(=O)CCC(=O)OC1(C)C(=O)C2=CN(c3ccccc3)C(c3ccc(OC)cc3)=CC2=C(Br)C1=O (stereo unspecified)
    0.6, -19.8, -4.1, 8.9, 5.8, 34.3, -0.8, ., ., .
O=C(N/N=C/c1ccccc1O)C(=O)N1CCCCCC1
    1.9, 11.7, -3.2, -11.1, 4.3, ?, -1.9, 6.2, -0.6, 2.2
C=CCOc1ccc(/C=C2/C(=N)N3N=C(CC(=O)N4CCCC4)SC3=NC2=O)cc1OC
    ., 11.8, -0.3, 6.9, -9.9, 25.6, ., -3.7, -0.9, 4.1
Cn1c(SCC(=O)Nc2ccc(F)cc2)nnc1C1CC1
    0.0, -31.0, -2.8, 19.5, -3.7, 36.0, -1.5, -27.2, -1.9, -5.0
O=C(Nc1ccc(Cl)cn1)c1ccccc1[N+](=O)[O-]
    1.4, -77.3, -6.4, 20.1, 13.3, 47.4, -1.7, -13.8, 4.1, 7.4
Cc1csc(NC(=O)c2ccc(COc3ccccc3)o2)n1
    1.9, -136.3, -0.1, 18.2, 7.1, 8.9, -1.1, -36.1, -8.5, 6.9
COc1cc(/C=N/NC(=O)CN(CCc2ccccc2)S(=O)(=O)c2ccc(NC(C)=O)cc2)cc(OC)c1OC
    -0.8, 19.7, 1.2, 1.3, 4.8, 17.1, -0.9, 8.2, -0.3, 4.9
Cc1onc(-c2ccccc2)c1C(=O)N1CCN(S(=O)(=O)c2ccc(OC(F)(F)F)cc2)CC1
    -14.7, 17.0, -1.0, 33.5, 6.6, 31.4, -1.2, -17.2, -1.8, -2.4
COc1ccccc1N1CCN(c2ccc3cc(S(=O)(=O)N4CCCCC4)ccc3n2)CC1
    0.1, -7.4, 0.8, -16.5, -12.1, 14.4, 2.5, -6.0, -0.6, 8.4
CC(C)(C)c1cc(C(F)(F)F)nc(SCCCNC(=O)c2ccco2)n1
    -0.1, 1.2, 0.6, -15.9, -3.8, 26.0, -0.7, -5.3, 7.7, 4.5
CCn1c(SCC(=O)c2ccc(O)c(O)c2)nnc1-c1ccccc1
    0.8, -23.2, 3.0, 8.7, 5.3, 14.9, -0.7, -42.4, 0.6, 0.3
CCCOc1ccc(C2C(C(=O)c3ccco3)=C(O)C(=O)N2CCN2CCOCC2)cc1OC (stereo unspecified)
    -0.5, 2.1, 3.2, 0.0, 0.5, 28.4, 0.0, -15.0, 0.8, 3.0
